HTR5A inv ag = HTR5A inverse agonists in luminescence cell assay, primary screen, counter-screen for OPRM1-OPRD1 heterodimer inverse agonist project, full-deck HTS; AID 504634, 2011; inhibition, % at 9.3 µM; HTR5A cell line, inverse agonism; actives 0.083% (n = 340,000); in the data active = inhibition mostly above about 23%, no sharp cut-off; inactive = mostly below about 18%;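 also: 0% = cells with DMSO and 100% = no-cell wells with DMSO; some compounds called inactive have numbers as strong as hits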
Target sequence (P47898 whole entry, looked up): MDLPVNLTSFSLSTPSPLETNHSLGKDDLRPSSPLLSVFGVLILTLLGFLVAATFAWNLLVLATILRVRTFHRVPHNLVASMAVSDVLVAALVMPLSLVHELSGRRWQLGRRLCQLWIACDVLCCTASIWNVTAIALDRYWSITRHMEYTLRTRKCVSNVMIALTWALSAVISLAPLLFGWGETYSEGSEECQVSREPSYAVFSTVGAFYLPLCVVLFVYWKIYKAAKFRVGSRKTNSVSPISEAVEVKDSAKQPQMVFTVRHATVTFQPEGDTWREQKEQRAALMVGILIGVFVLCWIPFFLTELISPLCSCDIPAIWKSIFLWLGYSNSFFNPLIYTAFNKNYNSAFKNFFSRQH
PKA-R2B act = activators of PKA-R2B holoenzyme, primary screen, biochemical, fluorescence polarization, Cy5-IP20, human | actives 0.079% (n = 340,000) | activation, % at 11.4 µM | PKA-R2B holoenzyme dissociation; R2B truncated from residue 108, S112A mutant; 0% DMSO only, 100% 113 µM cGMP;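 active = activation above a cutoff set at the mean over all compounds plus 3 SD, cut at about 18% in these data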;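 also: higher means more holoenzyme dissociation and a rise in polarization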
Target sequence (P31323 whole entry, looked up, other chains not shown, the tested form may be a part): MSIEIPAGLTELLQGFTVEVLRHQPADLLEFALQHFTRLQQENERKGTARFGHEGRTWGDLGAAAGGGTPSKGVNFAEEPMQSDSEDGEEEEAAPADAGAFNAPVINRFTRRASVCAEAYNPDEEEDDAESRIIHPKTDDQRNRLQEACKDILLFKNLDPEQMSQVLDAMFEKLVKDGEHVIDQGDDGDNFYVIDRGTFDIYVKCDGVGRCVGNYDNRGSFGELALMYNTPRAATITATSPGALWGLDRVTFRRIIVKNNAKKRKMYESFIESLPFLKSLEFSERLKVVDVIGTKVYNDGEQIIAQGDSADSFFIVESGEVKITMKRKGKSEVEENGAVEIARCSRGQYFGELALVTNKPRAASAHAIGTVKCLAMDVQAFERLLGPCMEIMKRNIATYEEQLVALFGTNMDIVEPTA
OPRM1-OPRD1 ag = agonists of OPRM1-OPRD1 heterodimerization, primary screen, cell-based, luminescence; actives 0.3% (n = 340,000); AID 504326, 2011; Mu-type opioid receptor (Homo sapiens) + Delta-type opioid receptor (Homo sapiens), …; cells; activation, % at 9.3 µM; in the data active = activation above about 18%;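 also: 0% = vehicle-treated cells and 100% = reference agonist; values of inactives mirror those of a sister screen read the other way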
V-ATPase pHluor = regulators of yeast V-ATPase proton pumping, primary screen, pHLuorin cytosolic pH fluorescence; actives 0.37% (n = 350,000); AID 504577, 2011; S. cerevisiae; response, % at 10 µM; in the data active = response mostly above about 7.3%, no sharp cut-off; inactive = mostly below about 5.4%; also: actives read high; inactives centre near 0; some compounds called inactive have numbers as strong as hits; reference of the scale not given here
PKA-R1A activ = activators of PKA-R1A holoenzyme, primary screen, biochemical, fluorescence polarization, Cy5-IP20, bovine R1A, mouse PKAc; PKA-R1A dissociation; scaled: DMSO 0%, 113 µM cGMP 100%; cAMP-dependent protein kinase type I-alpha regulatory subunit (Bos taurus) + …; actives 0.083% (n = 340,000); activation, % at 11.4 µM; AID 504707, 2011;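 active = percent activation above the mean of all tested compounds plus 3 SD, cut at about 19% in these data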;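 also: higher means more PKAc released from R1A so a rise in polarization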
HTR5A ag = HTR5A agonists in luminescence cell assay, primary screen, counter-screen for OPRM1-OPRD1 heterodimer agonist project, full-deck HTS. cell-based. activation, % at 9.3 µM. actives 0.61% (n = 340,000). AID 504692, 2011; in the data active = activation mostly above about 9.5%, no sharp cut-off; inactive = mostly below about 7.6%;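 also: 0% = cells with vehicle only and 100% = reference agonist; strong numbers were not always called active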
MOR-DOR inv ag = inverse agonists of MOR-DOR heterodimerization, primary screen, cell-based, luminescence; Mu-type opioid receptor (Homo sapiens) + Delta-type opioid receptor (Homo sapiens), …; cell-based MOR-DOR heterodimer luminescence, inverse agonism; inhibition, % at 9.3 µM; actives 0.21% (n = 340,000); AID 504357, 2011; in the data active = inhibition above about 22%, passing the limit was not always enough;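 also: 0% = cells with DMSO and 100% = wells without cells with DMSO; values of inactives mirror those of a sister screen read the other way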
DAGLB inh = DAGLB lipase inhibitors, primary screen, biochemical, fluorescence, HTS. Diacylglycerol lipase-beta (Homo sapiens), Q8NCG7. HEK293T DAGLB membrane lysate, EnzChek fluorogenic substrate. inhibition, % at 5.17 µM. actives 0.059% (n = 340,000); in the data active = inhibition above about 34%;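 also: 0% = enzyme with vehicle and 100% = wells lacking enzyme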
Arrestin-AP2 inh = inhibitors of beta-arrestin/AP2 binding, primary screen, biochemical, GPCR trafficking, flow cytometry; beta-arrestin 1 C-terminal peptide binding to AP2 beta2-adaptin appendage (human); actives 0.31% (n = 340,000); FITC-arrestin peptide / GST-AP2 beads; AP2 beta2 appendage carries R879A mutation; AID 504490, 2011; inhibition, % at 10 µM;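 active = inhibition above a set limit, near 3 SD of compounds lacking own fluorescence, cut at about 54% in these data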;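 also: plate controls were DMSO wells for no effect and 5 µM unlabelled arrestin peptide for full effect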
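System: GST-tagged AP2 beta2-adaptin appendage (R879A) on 4 µm glutathione beads / Reagent: FITC-arrestin peptide, 50 nM / Detection: HyperCyt-sampled flow cytometry, FL1 channel, ex 488/em 535 nm / Timing: 12 min plus 1 h, RT / Buffer or medium: PBS plus Tween 20 (0.05%) and BSA (0.1%)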
DSG3 Ab inh = inhibitors of pemphigus antibody binding to DSG3, primary screen, biochemical, bead-based, flow cytometry, scFv-GFP; DSG3-coupled beads, scFv-anti-DSG3-GFP binding; active compounds read low; binding (percent of control), % at 10 µM; actives 0.48% (n = 310,000);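 active = binding more than 3 SD below its plate's average and above zero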;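 also: hits lower antibody fragment binding to DSG3; some compounds called inactive have numbers as strong as hits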
* = called active by the depositor; . = not tested or not shown. Compounds were not picked by outcome; overall some 2.4% were active at least once.

SMILES	HTR5A inv ag	PKA-R2B act	OPRM1-OPRD1 ag	V-ATPase pHluor	PKA-R1A activ	HTR5A ag	MOR-DOR inv ag	DAGLB inh	Arrestin-AP2 inh	DSG3 Ab inh
O=S(=O)(NC1CCc2ccccc21)c1ccc(S(=O)(=O)N2CCCC2)cc1 (configuration not stated)	-7	-1	1.5	-2	3	0	-8	2	16	102
O=C(Cc1ccccc1)NC(NC(=O)Cc1ccccc1)c1cccc([N+](=O)[O-])c1	-2	-1	1.3	4	-3	-3	-9	0	1	107
CCCCCCCC(=O)N1CCN(c2cc3c(cc2F)c(=O)c(C(=O)O)cn3CC)CC1	-1	-3	-2.8	-1	-7	0	13	-2	25	106
CCCN(CC(=O)Nc1ccccc1C)C(=O)c1ccc(N2CCCCC2)c([N+](=O)[O-])c1	0	-9	0.1	1	1	0	-1	6	-9	-15
Nc1nnnn1/N=C/c1ccccn1	16	-3	0.9	0	21*	1	-5	-2	30	112
COc1ccc(-c2cc(C(=O)Nc3ccc(OC)cc3OC)no2)cc1	-13	1	-2.4	2	-2	4	11	-1	0	101
O=C(CN1C(=O)COc2ccccc21)N(Cc1ccccc1)Cc1ccccn1	1	9	-0.4	-6	-9	0	2	4	6	101
COc1ccc(NC(=O)c2ccc(N3CCCC3=O)cc2)cc1Cl	-10	-4	1.7	-44	-4	3	-9	1	-9	97
COc1ccc(NC(=O)CCC2CCCCC2)cc1S(=O)(=O)N1CCCCC1	15	-14	0.5	2	11	7	-3	-4	4	98
CCN(CC)C(=O)CN1C(=O)C2CC=C(Cl)CC2C1=O (configuration not stated)	-14	-19	-2.3	-1	-11	3	12	0	2	119
COC(=O)CCN(C1CCCCC1)S(=O)(=O)c1ccc(S(=O)(=O)N2CCCCC2)cc1	-10	4	0.4	-4	-1	-5	-2	3	2	98
CC(C)CNC(=O)COC(=O)c1ccccc1OCC(=O)Nc1ccc(Br)cc1	-9	-5	-0.8	-1	8	3	4	0	23	107
COc1ccc(NC(=O)CSCC(=O)Nc2ccccc2N2CCCCC2)cc1	-19	-13	9.3	-3	8	6	-60	-2	11	122
O=C(N/N=C/C=N/NC(=O)c1ccco1)c1ccco1	-4	0	-2.1	-3	-5	8	11	-1	34	96
CC(C)C(c1nnnn1C1CCCC1)N(C)C1CCCCC1 (configuration not stated)	-8	-2	-0.7	5	-1	3	3	-7	3	98
CC1(C)CC(=O)C2=C(C1)c1c(ccc3ccccc13)NC2c1cc([N+](=O)[O-])cc([N+](=O)[O-])c1O (configuration not stated)	-19	0	0.3	5	0	7	-2	42*	7	94
O=C1CCC(C(=O)N2CCC(CCO)CC2)CN1Cc1ccc(Cl)cc1 (configuration not stated)	11	2	-1.7	-1	-8	-1	9	0	5	95
COC(=O)c1cc(OC(=O)c2ccc(=O)[nH]c2)cc(C(=O)OC)c1	7	3	0.5	3	-4	-3	-4	-1	20	.
O=C(Nc1ccccc1Cl)c1ccc2ccccc2c1	-18	-1	0.8	3	-5	5	-4	-6	12	99
FC(F)(F)c1cc(-c2ccco2)nc(-n2cnc3ccccc32)n1	4	2	-1.4	1	-8	-1	7	-3	-3	97
CC(=O)c1nn(-c2ccc(Br)cc2)cc1C(=O)c1ccccc1	-8	0	6.7	1	-1	-1	-31	0	10	101
CSc1ccccc1C(=O)NCc1ccccc1	4	-4	-1.1	-6	-8	-1	6	-2	9	115
O=C(CN(Cc1ccccc1Cl)C(=O)c1ccc(CN2CCOCC2)o1)NCc1ccccc1	-26	-2	-0.2	2	4	-1	1	1	4	105
O=C(O)C[C@H]1c2ccccc2S(=O)(=O)N1C1CCCCC1	-11	-8	-0.2	-1	-15	4	1	-4	30	103
CCOC(=O)/C=C1\SCC(=O)N1CC(=O)c1ccc[nH]1	0	12	-1.6	0	-2	1	7	2	-5	105
COc1ccc(NC(=O)c2cc(-c3ccccc3)on2)cc1	-7	-10	-0.9	4	-10	2	4	-1	7	98
O=C(Nc1cc([N+](=O)[O-])ccc1F)C1CC1	-3	-9	0.5	-1	-9	1	-3	-4	-4	101
CCCc1cc(=O)[nH]c(SCC(=O)Nc2ccc(OC(F)F)cc2)n1	-3	-1	-2.2	12	-7	-3	13	3	0	101
CN1C(C(=O)NCc2ccc(OC(F)(F)F)cc2)CC2Cn3c(nc4ccccc43)C21 (configuration not stated)	-1	-10	-0.5	-3	0	2	2	1	4	124
CCc1ccc(-c2cc(C)no2)cc1S(=O)(=O)N1CCN(c2ccc(OC)cc2)CC1	-17	-11	-1.9	2	-4	5	10	-3	-10	.
C=CCNC(=S)NC1CC(C)(C)NC(C)(C)C1	-29	-4	-1.0	2	-6	2	6	0	1	102
CCC(C)(C)NC(=O)c1ccc2c(c1)OCCO2	3	8	0.8	-2	-2	-1	-4	-1	-12	99
Cc1cc(F)ccc1NC(=O)CCc1ccc(S(=O)(=O)N2CCOCC2)cc1	-12	5	1.4	-1	-1	5	-6	0	41	104
Cc1ccc(-c2nc3ncccc3o2)cc1NC(=S)NC(=O)c1ccco1	0	-6	5.6	0	-1	0	-41	1	-11	107
Cc1cc(N2CCOCC2)n2ncc(-c3ccccc3Cl)c2n1	0	-8	-0.9	-1	5	0	4	-3	-4	122
Cc1cc(C)cc(N(CC(=O)NC2CCCCC2)C(=O)CNC(=O)c2ccco2)c1	-6	-15	-0.6	5	-3	3	4	-1	28	.
Cc1ccc(S(=O)(=O)N2CCN(Cc3cccc(F)c3)CC2)cc1	-18	-4	-1.1	-1	1	-4	5	-5	-9	113
CN(C)S(=O)(=O)c1ccc(Cl)c(-c2nnc3n2CCCCC3)c1	7	-3	1.2	-2	0	1	-6	2	39	95
CC(C)Oc1ccc(S(=O)(=O)N2CCOCC2)cc1NC(=O)C1=NN(c2ccccc2)C(=O)CC1	5	-10	-1.5	0	-21	3	7	-3	-2	103
COc1ccc(S(=O)(=O)Nc2cccc3c2O[C@H](CN(C)Cc2ccc(-c4ccccc4)cc2)[C@@H](C)CN([C@H](C)CO)C3=O)cc1	-2	1	-0.6	1	14	-2	4	-2	.	96
O=C(O)C(Oc1ccc2c(c1)oc(=O)c1ccccc12)c1ccccc1 (configuration not stated)	13	-2	-0.9	-2	6	1	5	2	8	107
Cc1cccc(N2CC(C(=O)OCC(=O)c3c(N)n(CC(C)C)c(=O)n(C)c3=O)CC2=O)c1C (configuration not stated)	-22	0	-1.9	6	-8	4	9	1	10	104
O=C(c1cc(C2CC2)nc2ccc(Br)cc12)N1N=C(C(F)F)CC1(O)C(F)F (configuration not stated)	11	-13	9.3	0	-2	6	-43	0	3	101
COc1ccc(-c2nc(NC(=O)c3ccccc3)sc2-c2ccc([N+](=O)[O-])cc2)cc1	-10	3	-1.8	0	4	5	9	-4	-3	80
COc1ccccc1N(CN1CCCC1=O)C(=O)c1c(F)cccc1Cl	-40	2	-1.1	-5	2	-4	6	0	4	98
O=C(Nc1ccc(Cl)cc1)Nc1nc(-c2ccccc2)cs1	-12	-5	-0.8	1	-3	4	4	2	-8	92
Cc1[nH]c2ccc(Br)cc2c(=O)c1CN1CCOCC1	6	0	0.4	5	-3	1	-2	0	3	102
C/C(=N\NC(=O)COc1ccc(C(C)(C)C)cc1)c1ccc(OC(F)F)cc1	-3	-8	2.4	1	-12	-2	-16	-2	-2	93
C(=N/n1c2ccccc2c2ccccc21)/c1ccco1	-9	-7	-1.3	3	-4	3	6	-6	-2	96
O=C(COC(=O)c1ccc[nH]c1=O)NCC1CCCO1 (configuration not stated)	9	0	-1.8	-2	3	-3	11	0	-1	105
CC(C)CCOCC(=O)Nc1cccc(C(=O)O)c1	9	2	-0.8	-5	-2	-1	4	1	-7	.
Cc1ccc(CS(=O)(=O)Cc2ccc(C(=O)NCCCN3CCOCC3)o2)cc1	-8	-1	2.4	-3	-6	-3	-14	-2	-1	102
COc1ccc(OC)c(NC(=O)CCNS(=O)(=O)c2cccc3nsnc23)c1	4	2	-0.6	3	3	-1	5	-1	-1	.
COC(=O)c1nn(-c2ccc(OC)cc2)c(=O)cc1Oc1ccccc1	5	0	-2.4	-2	-2	-2	12	1	4	103
CN(C)c1ccc(P(=O)(Nc2ccccc2)N2CCOCC2)c(NC(=O)c2cccs2)c1 (configuration not stated)	-26	-1	1.2	-1	4	7	-6	-1	-7	102
COc1ccc([C@H]2C[C@@H](O)[C@H](n3cc(COC(=O)c4ccccc4)nn3)CN2CC2CCCCC2)cc1	.	-4	.	1	5	.	.	-3	.	.
O=S(=O)(c1cccc(-c2nc3n(n2)Cc2ccccc2-3)c1)N1CCCCC1	10	-13	-3.4	-3	-6	-4	20	-6	19	.
Cc1nn(C)cc1CN(C)C(=O)CC12CC3CC(CC(C3)C1)C2	-29	-1	0.3	0	-12	5	-2	-2	13	122
CCN(c1ccc(C)c(C)c1)S(=O)(=O)c1ccc2c(c1)CCN2C(=O)CCC(=O)O	-16	1	-2.5	5	-8	4	15	0	-5	273
Cc1nc(-c2ccc(F)cc2)c(CC(=O)N2CCN(S(=O)(=O)c3cccc(F)c3)CC2)s1	-10	1	-1.8	16	-4	0	9	0	-1	100

Next section:
SMILES	HTR5A inv ag	PKA-R2B act	OPRM1-OPRD1 ag	V-ATPase pHluor	PKA-R1A activ	HTR5A ag	MOR-DOR inv ag	DAGLB inh	Arrestin-AP2 inh	DSG3 Ab inh
CC(NC(=O)CC1Sc2ccccc2NC1=O)c1ccccc1 (configuration not stated)	12	-9	-2.6	1	2	-4	13	2	-8	103
CCc1ccc(NC(=O)N(Cc2cccnc2)Cc2ccco2)cc1	4	1	-2.0	2	-2	-1	11	-1	17	100
O=S1(=O)N=CN(Cc2cccc(F)c2)c2ccccc21	-5	-3	-2.6	0	11	5	14	1	22	.
COc1ccc2oc(=O)c(-c3csc(Nc4cccc(O)c4)n3)cc2c1	10	-19	5.0	0	-7	-3	-28	-2	11	102
COc1ccc(C2Cc3ccccc3C(=O)O2)cc1 (configuration not stated)	13	-3	-0.1	5	2	0	0	0	-2	111
CCCCC(=O)Nc1cccc(-c2csc(-c3ccccc3)n2)c1	-19	4	-1.1	6	0	9	5	-9	0	90
CC(=O)Nc1ccc(S(=O)(=O)NCC(=O)NNC(=O)COc2ccccc2Cl)cc1	-9	1	-2.0	-3	-3	3	13	-2	1	91

Assay outcomes (PubChem BioAssay)
